Assay outcomes as filed in PubChem BioAssay.
GSTO1 counter: inhibitors of recombinant GSTO1, primary screen, counter-screen for RBBP9 inhibitor project, biochemical, fluorescence polarization. activity-based probe fluorescence polarization. 1.1% of 300,000 active. inhibition, % at 5.96 µM;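 active = inhibition above the campaign mean inhibition plus 3 SD, cut at about 35% in these data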;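 note: 0% = GSTO1-1 with DMSO and 100% = wells lacking GSTO1-1 enzyme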
PAFAH1B2 FP inh: PAFAH1B2 enzyme inhibitors, primary screen, biochemical, fluorescence polarization, human. 1.2% of 340,000 active. recombinant PAFAH1B2, FP-rhodamine activity probe. Platelet-activating factor acetylhydrolase IB subunit alpha2 (Homo sapiens), P68402. inhibition, % at 3.39 µM;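 active = inhibition above the mean of all tested compounds plus 3 SD, cut at about 24% in these data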;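 note: 0% = enzyme with DMSO and 100% = wells lacking PAFAH1B2; many of its hits are not listed in these tables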
pPAFAH FP inh: pPAFAH enzyme inhibitors, primary screen, biochemical, fluorescence polarization, human; Platelet-activating factor acetylhydrolase (Homo sapiens), Q13093; recombinant pPAFAH, FP-rhodamine probe fluorescence polarization; inhibition, % at 3.39 µM; 1.5% of 330,000 active;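 active = inhibition above the mean inhibition across the screen plus 3 SD, cut at about 25% in these data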;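 note: inhibitors block binding of the rhodamine activity-based probe so polarization drops; 0% = enzyme with DMSO and 100% = wells lacking pPAFAH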
Target sequence (Q13093 whole entry, looked up): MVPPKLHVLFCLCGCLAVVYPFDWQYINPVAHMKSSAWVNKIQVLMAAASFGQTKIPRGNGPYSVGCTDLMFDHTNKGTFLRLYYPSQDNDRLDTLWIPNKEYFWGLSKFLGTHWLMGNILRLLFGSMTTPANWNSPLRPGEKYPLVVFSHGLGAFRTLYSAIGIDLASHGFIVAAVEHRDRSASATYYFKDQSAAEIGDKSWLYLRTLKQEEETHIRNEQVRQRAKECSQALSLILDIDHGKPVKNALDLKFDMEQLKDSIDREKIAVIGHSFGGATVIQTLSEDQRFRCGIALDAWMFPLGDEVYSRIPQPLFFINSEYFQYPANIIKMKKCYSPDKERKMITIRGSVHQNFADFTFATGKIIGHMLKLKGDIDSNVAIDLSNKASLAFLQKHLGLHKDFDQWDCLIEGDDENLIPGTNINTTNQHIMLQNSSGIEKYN
Fam108B inh: mouse Fam108B serine hydrolase inhibitors, primary screen, counter-screen for RBBP9 inhibitor project, biochemical, fluorescence polarization; 0.33% of 300,000 active; AID 1947, 2009; inhibition, % at 9.51 µM; recombinant Fam108B, FP-Rh probe fluorescence polarization;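 active = inhibition above the screen mean inhibition plus 3 SD, computed separately per campaign, cut at about 18% in these data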;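 note: inhibitors lower polarization as less probe binds the enzyme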
LYPLA1 counter: LYPLA1 inhibitors, primary screen, counter-screen for PME1 inhibitor project, biochemical, fluorescence polarization, FP-Rh probe ABPP | recombinant LYPLA1 | Acyl-protein thioesterase 1 (Homo sapiens), O75608 | AID 2174, 2009 | 0.16% of 320,000 active | inhibition, % at 5.9 µM;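 active = inhibition above the mean of all tested compounds plus 3 SD, set per campaign, cut at about 14% in these data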;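 note: inhibitors block serine hydrolase probe labeling of LYPLA1 so polarization falls; 0% = enzyme with DMSO and 100% = wells lacking LYPLA1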
Target sequence (O75608 whole entry, looked up): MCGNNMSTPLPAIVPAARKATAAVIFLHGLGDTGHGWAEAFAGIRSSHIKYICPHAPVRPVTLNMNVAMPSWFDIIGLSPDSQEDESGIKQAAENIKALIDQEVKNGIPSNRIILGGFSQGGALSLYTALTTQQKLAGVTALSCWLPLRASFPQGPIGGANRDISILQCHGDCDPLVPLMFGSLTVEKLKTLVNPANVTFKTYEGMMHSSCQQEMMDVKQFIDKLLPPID
PAD4 inh: human PAD4 inhibitors, primary screen, biochemical, fluorescence polarization, 1536-well format | Protein-arginine deiminase type-4 (Homo sapiens), Q9UM07 | recombinant PAD4, RCA probe fluorescence polarization | inhibition, % at 6.36 µM | 0.41% of 330,000 active;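 active = percent inhibition above a cutoff equal to the mean of all tested compounds plus 3 SD, cut at about 15% in these data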;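 note: 0% = PAD4 with RCA probe and DMSO and 100% = probe without PAD4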
PME-1 inh: PME-1 inhibitors via competitive probe labeling, primary screen, biochemical, fluorescence polarization, FP-Rh probe, HTS; inhibition, % at 5.9 µM; 0.53% of 320,000 active; recombinant PME-1; Protein phosphatase methylesterase 1 (Homo sapiens), Q9Y570;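 active = inhibition above the campaign mean of all compounds plus 3 SD, cut at about 26% in these data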;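 note: competitive labeling of PME-1 active site by serine hydrolase directed probe; 0% = PME-1 with DMSO and 100% = wells lacking PME-1 enzyme; inhibitors block probe labeling so polarization falls and inhibition rises; many of its hits are not listed in these tables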
PAFAH1B3 inh: PAFAH1B3 enzyme inhibitors, primary screen, biochemical, fluorescence polarization, human | recombinant PAFAH1B3, FP-rhodamine probe | 0.28% of 340,000 active | inhibition, % at 3.39 µM;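 active = inhibition above the screen-wide average of all tested compounds plus 3 SD, cut at about 25% in these data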;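 note: 0% = enzyme with DMSO only and 100% = wells lacking PAFAH1B3 protein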
Target sequence (Q15102 whole entry, looked up): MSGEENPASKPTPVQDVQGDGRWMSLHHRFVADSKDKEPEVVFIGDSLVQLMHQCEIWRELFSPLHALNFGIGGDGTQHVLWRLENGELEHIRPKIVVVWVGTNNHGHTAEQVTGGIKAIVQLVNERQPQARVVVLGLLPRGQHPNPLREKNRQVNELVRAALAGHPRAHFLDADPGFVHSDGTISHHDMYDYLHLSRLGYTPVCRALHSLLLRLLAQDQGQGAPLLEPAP
PAFAH2 inh: PAFAH2 enzyme inhibitors, primary screen, biochemical, fluorescence polarization, human; Platelet-activating factor acetylhydrolase 2, cytoplasmic (Homo sapiens), Q99487; recombinant PAFAH2, FP-rhodamine activity probe; inhibition, % at 3.39 µM; 0.99% of 340,000 active; AID 492956, 2010;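 active = inhibition above the mean over all tested compounds plus 3 SD, cut at about 30% in these data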;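 note: inhibitors block probe labeling of enzyme so polarization drops; 0% = enzyme with DMSO and 100% = wells lacking PAFAH2 protein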
* = called active by the depositor; nt = not tested or not shown. This is a subset; the hit share may differ from the screen's.

SMILES	GSTO1 counter	PAFAH1B2 FP inh	pPAFAH FP inh	Fam108B inh	LYPLA1 counter	PAD4 inh	PME-1 inh	PAFAH1B3 inh	PAFAH2 inh
CCOc1ccc(CCNC(=O)CS(=O)Cc2nc(-c3ccccc3C)oc2C)cc1OCC (centres undefined)	-4	0	6	-2	0	-2	-5	5	-1
COc1ccc(N(CC(=O)N2CCN(C)CC2)S(=O)(=O)c2ccccc2)cc1	-1	5	7	-2	-1	-3	1	-1	4
Cc1ccc(S(=O)(=O)Cc2ccc(C(=O)N3CCN(Cc4ccccc4)CC3)o2)cc1	1	9	2	2	0	3	2	4	2
O=C(CS(=O)(=O)Cc1ccccc1)Nc1ccccn1	2	-2	20	-9	-1	-3	-4	7	36*
COc1ccc(/C=C2\CCC(C3CCCC3)C2=O)cc1 (centres undefined)	-5	-4	2	4	0	-3	-3	-2	2
Cc1ccc2cc(CN(Cc3ccco3)C(=O)c3cccs3)c(=O)[nH]c2c1	-15	0	-1	-4	-3	-7	-12	1	12
COc1cccc(C2C(C#N)=C(N)Oc3c2oc(CO)cc3=O)c1OC (centres undefined)	2	1	-2	2	-3	5	-2	-3	4
COc1cc(O)ccc1C=O	-6	2	-5	3	-3	-1	1	3	-8
Cc1ccc(NC(=O)C2CCN(c3cnccn3)CC2)cc1	7	0	3	3	1	8	6	5	6
CC(C)(C)NC(=O)C(c1ccccc1)N(C(=O)CNC(=O)c1cccs1)c1cccnc1 (centres undefined)	-1	-7	-1	-2	2	1	-8	2	2
O=C(NCCC(=O)N1CCN(S(=O)(=O)c2ccc(F)cc2)CC1)Nc1ccccc1	nt	10	2	nt	1	-1	3	6	-2
CC(=O)N1N=C(c2ccncc2)OC12CCCCC2	1	0	0	2	1	1	0	-2	3
O=C(NC(NC(=S)N1CCOCC1)C(Cl)(Cl)Cl)c1ccc(Cl)cc1 (centres undefined)	-2	1	2	-5	-3	0	3	7	-3
CN(CC(=O)Nc1cccc(Cl)c1)S(=O)(=O)c1ccc2c(c1)n(C)c(=O)c(=O)n2C	-10	-2	-6	-2	0	-9	-3	8	-2
CCC(NS(=O)(=O)c1cnn(CC)c1)c1ccccc1 (centres undefined)	-1	14	1	-1	-2	-3	-7	10	-1
O=C(CNC(=O)C12CC3CC(CC(C3)C1)C2)NCc1ccccc1	6	4	5	-2	-2	2	-2	-2	11
O=C1/C(=C\c2cc(Br)cc(Br)c2O)SC(=S)N1Cc1ccccc1	-119	-40	12	-85	-20	-54	-35	-59	-17
Cc1ccnc2c1ccc1ccccc12	5	0	1	-3	0	-1	-4	4	5
COc1ccccc1-c1cc(C(F)(F)F)n2ncc(C(=O)N3CCc4ccccc4C3)c2n1	7	6	4	4	-5	-1	3	-2	-1
Cc1ccc2c(CC(=O)NC3=NCCS3)coc2c1	3	4	8	0	2	-3	-1	5	7
CCCCn1c(=N)n(CCOc2ccc(C)cc2)c2ccccc21	3	1	-5	8	-2	-1	-5	13	9
C=C(C)c1cccc(C(C)(C)NC(=O)NCCN(CC)CC)c1	2	2	4	-3	2	-4	-2	3	-1
CCS(=O)(=O)N1Cc2ccccc2CC1C(=O)Nc1ccc(OC)cc1 (centres undefined)	9	1	-1	2	-4	0	2	14	8
Cc1cc(NC(=O)COc2ccc(C)c(C)c2)no1	8	0	-7	2	1	2	-6	-6	-2
COc1cc(Cl)c(CC(=O)c2c[nH]c3ccccc23)cc1OC	-3	4	0	-2	0	-1	-6	9	-2
Nn1c(Cc2ccc(F)cc2)n[nH]c1=S	19	0	-2	0	0	-5	-8	4	-3
CN(C)C(CNC(=O)C1CCN(S(=O)(=O)c2ccccc2)CC1)c1ccccc1 (centres undefined)	13	8	-6	-6	-4	0	-1	-1	5
Cc1ccc(S(=O)(=O)Nc2cc3c4c(c2)CC(=O)N4CCC3)cc1	20	5	12	5	2	-3	3	2	-1
Cc1nn(-c2ccccc2)c(C)c1C(=O)OCC(=O)Nc1ccc2c(c1)OCO2	2	-1	6	0	0	0	-7	7	35*
O=C(Nc1ccccc1)N1CCCC(CNS(=O)(=O)Cc2ccccc2)C1 (centres undefined)	5	-1	6	2	2	-3	0	2	-3
Cc1cc(C)n2nc(SCC(=O)N3CCCC(C)C3)nc2n1 (centres undefined)	nt	4	-5	nt	nt	0	nt	5	-7
Cc1cc(C)c2cc(CN(CC3CCCO3)S(=O)(=O)c3ccc4c(c3)OCCO4)c(=O)[nH]c2c1 (centres undefined)	-1	4	13	6	-5	-4	2	6	4
O=C(NC(=S)Nc1ccc2[nH]ncc2c1)c1ccccc1	-4	-2	-3	-2	-3	-2	1	-3	-6
CC1(C(=O)O)CCC(C(=O)NC2CCCCC2)C1(C)C (centres undefined)	1	3	1	5	3	-5	1	9	2
Cc1nn(C)c(C)c1S(=O)(=O)N1CCC(C(=O)NCC2COc3ccccc3O2)CC1 (centres undefined)	7	4	1	0	3	-1	1	2	7
Cc1ccsc1C(=O)OCC(=O)Nc1c(Cl)cccc1C(F)(F)F	1	4	15	2	0	-2	1	1	31*
Cc1cc(O)c(C(C)C)cc1N=C1CSC(=O)N1	6	1	8	4	0	-1	-2	6	1
CCCCn1c(SCC(=O)NC2CCS(=O)(=O)C2)nnc1-c1ccc(OC)cc1 (centres undefined)	7	4	0	3	-2	5	0	6	3
COCCn1c(SCC(=O)c2cc(C)n(C)c2C)nc2ccccc2c1=O	9	-1	0	1	6	3	3	2	7
COC(=O)C1=C(C(=O)OC)C2(OC1c1cccc(F)c1)C(=O)c1ccccc1C2=O (centres undefined)	-6	-1	-2	-5	3	-5	-3	-3	6

Arranged by molecular weight (lowest first): 15 of the compounds above.
SMILES	GSTO1 counter	PAFAH1B2 FP inh	pPAFAH FP inh	Fam108B inh	LYPLA1 counter	PAD4 inh	PME-1 inh	PAFAH1B3 inh	PAFAH2 inh
Nn1c(Cc2ccc(F)cc2)n[nH]c1=S	19	0	-2	0	0	-5	-8	4	-3
Cc1cc(O)c(C(C)C)cc1N=C1CSC(=O)N1	6	1	8	4	0	-1	-2	6	1
O=C(NC(=S)Nc1ccc2[nH]ncc2c1)c1ccccc1	-4	-2	-3	-2	-3	-2	1	-3	-6
Cc1cc(C)n2nc(SCC(=O)N3CCCC(C)C3)nc2n1 (centres undefined)	nt	4	-5	nt	nt	0	nt	5	-7
COc1cc(Cl)c(CC(=O)c2c[nH]c3ccccc23)cc1OC	-3	4	0	-2	0	-1	-6	9	-2
Cc1ccc(S(=O)(=O)Nc2cc3c4c(c2)CC(=O)N4CCC3)cc1	20	5	12	5	2	-3	3	2	-1
CCS(=O)(=O)N1Cc2ccccc2CC1C(=O)Nc1ccc(OC)cc1 (centres undefined)	9	1	-1	2	-4	0	2	14	8
Cc1ccsc1C(=O)OCC(=O)Nc1c(Cl)cccc1C(F)(F)F	1	4	15	2	0	-2	1	1	31*
COCCn1c(SCC(=O)c2cc(C)n(C)c2C)nc2ccccc2c1=O	9	-1	0	1	6	3	3	2	7
O=C(Nc1ccccc1)N1CCCC(CNS(=O)(=O)Cc2ccccc2)C1 (centres undefined)	5	-1	6	2	2	-3	0	2	-3
Cc1nn(-c2ccccc2)c(C)c1C(=O)OCC(=O)Nc1ccc2c(c1)OCO2	2	-1	6	0	0	0	-7	7	35*
COC(=O)C1=C(C(=O)OC)C2(OC1c1cccc(F)c1)C(=O)c1ccccc1C2=O (centres undefined)	-6	-1	-2	-5	3	-5	-3	-3	6
CCCCn1c(SCC(=O)NC2CCS(=O)(=O)C2)nnc1-c1ccc(OC)cc1 (centres undefined)	7	4	0	3	-2	5	0	6	3
Cc1nn(C)c(C)c1S(=O)(=O)N1CCC(C(=O)NCC2COc3ccccc3O2)CC1 (centres undefined)	7	4	1	0	3	-1	1	2	7
Cc1cc(C)c2cc(CN(CC3CCCO3)S(=O)(=O)c3ccc4c(c3)OCCO4)c(=O)[nH]c2c1 (centres undefined)	-1	4	13	6	-5	-4	2	6	4

(next part)
SMILES	GSTO1 counter	PAFAH1B2 FP inh	pPAFAH FP inh	Fam108B inh	LYPLA1 counter	PAD4 inh	PME-1 inh	PAFAH1B3 inh	PAFAH2 inh
CC(C)C(=O)N1CCC(c2nc(-c3ccc(S(=O)(=O)N4CCN(C)CC4)cc3)no2)CC1	-2	3	5	-2	0	1	-7	9	6
CC(=O)CSc1nc2c(c(=O)[nH]c(=O)n2C)n1Cc1cccc(Br)c1	4	2	2	2	1	1	16	12	1
O=C1CC(c2cc([N+](=O)[O-])ccc2Cl)c2c(ccc3ccccc23)N1 (centres undefined)	1	8	4	-2	0	5	15	6	-1
Cc1noc(C)c1CSc1ncnc2sc3c(c12)CCC(C)C3 (centres undefined)	4	nt	-1	-1	1	3	1	nt	nt
COc1ccc(NC(=O)CN2CCN(C(=O)C3CCCO3)CC2)c(OC)c1 (centres undefined)	3	2	-5	-2	1	3	4	5	-5
CCN(CC)C(=O)Cn1cnc([N+](=O)[O-])n1	-1	1	4	3	2	3	-1	-4	-2
COc1cccc(NC(=O)CN(C)C(=O)CCSc2ccc(C)cc2)c1	nt	22	-9	nt	-4	-4	3	8	2
CC(C)N1CCNCC1	-4	-2	2	-4	1	-1	-5	0	5
Cc1ccc(CSc2ccc(S(=O)(=O)N3CCCC3)cn2)cc1	nt	11	0	nt	1	0	4	6	-2
COc1cc(NC(=O)Cn2c(=O)n(-c3cccc(C)c3)c(=O)c3c(C)c(C)sc32)cc(OC)c1	-3	-4	-4	-10	-3	-2	-9	-10	-15
Cc1ccc(NC(=O)c2ccc(C(C)(C)C)cc2)cc1[N+](=O)[O-]	-1	6	8	2	-1	-4	3	4	-1
CN(CC(=O)Nc1cccc(F)c1)C(=O)CCCN1C(=O)c2cccc3cccc(c23)C1=O	-13	3	-1	3	0	-4	-6	8	0
CCOC(=O)c1cnc2c(Cl)cccc2c1NCCN1CCOCC1	0	3	0	6	6	-2	4	4	2
Cn1c(CN2CCOCC2)nc2cc(NC(=O)COc3ccc([N+](=O)[O-])cc3)ccc21	1	7	2	0	2	-3	0	-2	3
O=[N+]([O-])c1ccc(Cl)c(C2Nc3cccc4cccc(c34)N2)c1	24	9	12	6	-4	-5	15	9	14
CO/N=C/C(c1ncc(C(F)(F)F)cc1Cl)S(=O)(=O)c1ccccc1 (centres undefined)	0	-5	1	-1	5	-4	2	-3	-9
CC1=C(C(=O)NC2CCCc3c2cnn3-c2ccc(F)cc2F)OCCO1 (centres undefined)	3	3	6	2	-2	0	2	2	-1
